High-throughput results from PubChem BioAssay.
MEKK2mut PB1 HTS: MEK5 binding signal on mutant MEKK2 PB1, primary screen, biochemical, multiplex bead flow cytometry, Alexa488-MEK5 | Alexa488-MEK5 binding to MEKK2 mutant | percent response, % at 10 µM | 290,000 compounds, 0.35% hits; in the data active = percent response above about 24%, passing the limit was not always enough; also: inactives centre near 1; some results filed as inactive read as strong as hits
NALP1 inh: NALP1 inflammasome inhibitors in reconstituted yeast, colorimetric, S. cerevisiae, triplicate retest; S. cerevisiae NALP1/ASC/caspase-1 growth, X-gal OD620, 72 h; 280,000 compounds, 0.61% hits; inhibition, % at 10 µM; in the data active = inhibition mostly above about 24%, no sharp cut-off; inactive = mostly below about 32%; also: some compounds called inactive have numbers as strong as hits
PfM18AAP inh: PfM18AAP inhibitors, malaria aminopeptidase, primary screen, biochemical, QFRET, recombinant enzyme; M18 aspartyl aminopeptidase (Plasmodium falciparum 3D7); H-Glu-NHMec fluorogenic cleavage; inhibition, % at 7.35 µM; 290,000 compounds, 1.2% hits;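 active = inhibition above the campaign mean inhibition over all tested compounds plus 3 SD, cut at about 28% in these data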;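 also: 0% = plate median of test compound wells and 100% = 2 mM ZnCl2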
GPR7 antag: GPR7 receptor antagonists, primary screen, cell-based, fluorescence, single concentration; 290,000 compounds, 1.1% hits; GPR7-expressing cells, fluorescence antagonist assay; Neuropeptides B/W receptor type 1 (Homo sapiens), P48145; inhibition, % at 4.4 µM; in the data active = inhibition above about 16%, passing the limit was not always enough;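 also: cells stimulated with the agonist NPW; 0% = agonist with vehicle and 100% = vehicle without agonist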
Target sequence (P48145 whole entry, looked up): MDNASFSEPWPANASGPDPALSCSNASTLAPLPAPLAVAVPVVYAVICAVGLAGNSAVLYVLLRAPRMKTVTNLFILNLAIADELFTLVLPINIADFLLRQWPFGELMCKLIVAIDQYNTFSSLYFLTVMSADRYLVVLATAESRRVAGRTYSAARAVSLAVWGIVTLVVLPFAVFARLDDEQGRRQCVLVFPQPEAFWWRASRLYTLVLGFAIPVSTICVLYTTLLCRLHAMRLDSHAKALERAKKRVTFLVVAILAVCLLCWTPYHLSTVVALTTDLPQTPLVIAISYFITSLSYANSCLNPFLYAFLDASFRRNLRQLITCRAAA
OXTR ag: human OXTR agonists, primary screen, fluorescence, CHO-OTR cells, Fluo-8 calcium; Oxytocin receptor (Homo sapiens), P30559; Fluo-8 calcium fluorescence; normalized: DMSO 0%, oxytocin 100%; activation, % at 3 µM; 320,000 compounds, 0.32% hits; AID 2435, 2010;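 active = activation above the mean of all tested compounds plus 3 SD, cutoff set per screening run, cut at about 20% in these data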;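 also: peak over basal fluorescence ratio from a 100 s FLIPR kinetic read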
OXTR potentiator: human OXTR potentiators, primary screen, fluorescence, CHO-OTR cells, Fluo-8 calcium; 320,000 compounds, 0.061% hits; Fluo-8 calcium fluorescence, potentiator mode; 0% = oxytocin EC15, 100% = EC100; activation, % at 3 µM; AID 2445, 2010; Oxytocin receptor (Homo sapiens), P30559;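 active = activation above that plate's cutoff, the mean activation of tested compounds plus 3 SD, cut at about 6.6% in these data, passing the limit was not always enough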;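 also: 100% uses oxytocin at 75 nM as the full agonist control; some results filed as inactive read as strong as hits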
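Measured by – Fluo-8 calcium dye fluorescence · Test system – human OTR in CHO cells · Dosing – one concentration, 3.0 µM compound · Controls – EC15 oxytocin alone as 0%, 75 nM oxytocin as 100% · Evaluation – normalized max/min fluorescence ratio, % activation · Timing – 6 min pre-incubation, 100 s read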
V1R ag counter: agonists of human V1a receptor, primary screen, counter-screen for OXTR agonist project, fluorescence, CHO-V1R cells; Vasopressin V1a receptor (Homo sapiens), P37288; Fluo-8 calcium fluorescence, agonist mode; 0% DMSO, 100% 3 nM vasopressin; activation, % at 3 µM; 320,000 compounds, 0.25% hits;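 active = activation above the mean activation of all tested compounds plus 3 SD, per screening run, cut at about 20% in these data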;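 also: signal is peak over basal fluorescence ratio across a 100 second FLIPR read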
Target sequence (P37288 whole entry, looked up): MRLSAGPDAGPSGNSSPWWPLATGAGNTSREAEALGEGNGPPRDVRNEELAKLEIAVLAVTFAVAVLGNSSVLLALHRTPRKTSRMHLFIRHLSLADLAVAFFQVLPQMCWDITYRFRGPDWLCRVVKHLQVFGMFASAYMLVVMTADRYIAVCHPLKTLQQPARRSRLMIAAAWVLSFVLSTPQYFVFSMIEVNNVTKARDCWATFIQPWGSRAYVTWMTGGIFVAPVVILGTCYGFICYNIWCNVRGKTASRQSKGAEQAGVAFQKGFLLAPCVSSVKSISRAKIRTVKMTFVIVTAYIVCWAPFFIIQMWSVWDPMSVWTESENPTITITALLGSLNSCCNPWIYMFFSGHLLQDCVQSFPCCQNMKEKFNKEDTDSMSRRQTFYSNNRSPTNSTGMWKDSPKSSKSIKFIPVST
GalR3 antag: GalR3 antagonists in HEK293 cells, primary screen, cell-based, fluorescence readout. HEK293 GalR3-CNG cAMP membrane potential fluorescence; galR3 body fused to GalR1 C-terminus. Galanin receptor type 3 (Homo sapiens), O60755. AID 651719, 2012. 360,000 compounds, 0.44% hits. inhibition, % at 3 µM;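 active = inhibition above the screen-wide average plus 3 SD, cut at about 13% in these data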;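 also: forskolin and galanin both at EC90 stimulate the cells; cAMP rise reported by CNG channel membrane potential dye signal; 0% = forskolin plus galanin with DMSO and 100% = forskolin alone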
Target sequence (O60755 1-299 limits assumed): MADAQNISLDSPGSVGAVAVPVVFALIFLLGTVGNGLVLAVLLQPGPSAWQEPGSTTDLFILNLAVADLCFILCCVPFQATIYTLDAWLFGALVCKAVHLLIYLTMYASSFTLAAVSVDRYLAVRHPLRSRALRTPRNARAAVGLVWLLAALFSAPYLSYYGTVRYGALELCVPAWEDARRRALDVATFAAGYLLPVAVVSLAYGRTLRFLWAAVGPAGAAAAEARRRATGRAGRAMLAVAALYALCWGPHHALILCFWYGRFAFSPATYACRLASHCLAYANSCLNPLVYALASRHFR
MEKK2 WT-MEK5: modulators of MEK5 binding to wildtype MEKK2, primary screen, biochemical, multiplex bead flow cytometry, Alexa488-MEK5. binding response (% of control), % at 10 µM. 290,000 compounds, 1.1% hits. Alexa488-MEK5 binding to MEKK2 WT; actives lie on both sides. AID 1531, 2009. Mitogen-activated protein kinase kinase kinase 2 (Homo sapiens), Q9Y2U5; in the data active = binding response below about 67% or above about 130%
* marks the source's active call; other numbers are inactive results; · = not tested or not shown; [ ] = another dose, or the depositor's remark.

#1 CCOC(=O)C(C#N)C(Cc1ccccc1)c1ccco1 (stereo unspecified)
#2 Cc1nc(C2CCCCC2)c(-c2ccccc2)c(N2CCOC2=O)c1C
#3 COc1cccc(-c2cn3nc(C)c(C)nc3n2)c1
#4 COCCNC(=O)C(=O)Nc1ccc2c(c1)N(S(=O)(=O)c1cccs1)CCC2
#5 CC1(C)CC(=O)C(N=Nc2ccc(-c3ccccc3)cc2)=C(O)C1
#6 Cc1ccc(S(=O)(=O)/N=C(\N)Nc2nc(C)c3ccc(C)cc3n2)cc1
#7 CC(C)(C)OC(=O)[C@H](Cc1ccccc1)NC(=O)c1[nH]cnc1C(=O)N[C@@H](Cc1ccccc1)C(=O)OCc1ccccc1
#8 CCNC(=O)c1ccccc1-c1nc(-c2ccccc2OC)no1

Assay by compound	1	2	3	4	5	6	7	8
V1R ag counter	-1.7	0.0	0.0	1.1	5.4	-0.9	2.3	0.6
NALP1 inh	-3	·	20	·	8	34	13	-5
GPR7 antag	19	·	-8	·	-15	11	-21	-1
MEKK2mut PB1 HTS	6	2	-11	·	-2	0	-8	4
GalR3 antag	-1	-3	-2	10	-4	-8	-5	-3
OXTR ag	-2.2	-1.2	0.0	1.1	6.1	-1.3	0.4	-1.2
OXTR potentiator	-1	-5	-10	3	-3	-1	-15	1
MEKK2 WT-MEK5	102	104	71	·	98	94	102	97
PfM18AAP inh	4	·	-3	·	0	-5	-3	-1

#9 NC(=S)Nc1ccc2c(c1)OCO2
#10 COc1cc2c(cc1OC)C(c1ccccc1Br)NC(=O)C2 (stereo unspecified)
#11 O=C(NC1CCCC1)C(c1ccncc1)N(Cc1ccco1)C(=O)c1ccc(-c2ccccc2)[nH]1 (stereo unspecified)
#12 COC(=O)c1[nH]c2ccccc2c1NC(=O)CN1CCN(c2cccc(Cl)c2)CC1
#13 O=C(NNC(=S)Nc1cccc(C(F)(F)F)c1)c1ccc(Cl)cc1Cl
#14 CN1CCN(C(=O)C2(NC(=O)Nc3ccccc3Cl)CCCCC2)CC1
#15 Cc1nc(-n2nnc(CO)c2CO)nc2c1CCC2
#16 O=C(CC1CC2CCC1C2)NCc1cccs1 (stereo unspecified)

Assay by compound	9	10	11	12	13	14	15	16
V1R ag counter	0.0	0.5	-0.8	2.3	5.1	0.5	-0.3	-0.9
NALP1 inh	11	9	-1	-17	13	9	-16	3
GPR7 antag	-13	-7	-9	-1	-5	-9	-9	-3
MEKK2mut PB1 HTS	-2	2	-2	7	3	3	4	7
GalR3 antag	3	-1	-5	4	-12	-2	2	-7
OXTR ag	1.2	-0.4	-1.6	0.8	7.4	-0.5	0.8	-1.0
OXTR potentiator	3	3	-3	-17	-10	-13	-2	-8
MEKK2 WT-MEK5	97	103	91	107	116	104	116	115
PfM18AAP inh	-1	3	1	3	0	3	2	6

#17 CCOC(=O)Cn1cc(Cl)c(=O)c(Cl)c1
#18 COc1ccccc1N(CC(=O)NCC1CCCO1)C(=O)CCC(=O)Nc1nccs1 (stereo unspecified)
#19 CCNC(=O)c1ccccc1SCc1ccccc1
#20 COc1ccc(CNC(=O)c2ccc(Br)o2)cc1
#21 O=C(O)CCNC(=O)c1ccc(NC(=O)C(c2ccccc2)c2ccccc2)cc1
#22 Cc1c(C(=O)Nc2ccccc2)sc2nc[nH]c(=O)c12
#23 CCN(C(=O)COc1cc(=O)n(C)c2ccccc12)c1cccc(Cl)c1
#24 Cc1c(C(=O)N2CCN(c3ccccn3)CC2)cccc1[N+](=O)[O-]

Assay by compound	17	18	19	20	21	22	23	24
V1R ag counter	-0.1	1.1	1.7	0.8	0.1	0.1	0.1	0.9
NALP1 inh	·	-13	8	28	1	7	-12	-6
GPR7 antag	-3	-3	-1	-4	-6	3	-1	2
MEKK2mut PB1 HTS	-1	4	-7	1	2	0	2	0
GalR3 antag	-3	-5	-3	-5	-12	-1	-3	-6
OXTR ag	0.5	1.0	-0.6	-1.5	0.9	0.2	-1.0	1.4
OXTR potentiator	-7	0	1	-9	-6	-4	-12	-22
MEKK2 WT-MEK5	98	102	102	99	100	101	98	103
PfM18AAP inh	-2	2	4	-2	0	1	-5	-4

The last three records of the section above lead into the next.
#22 Cc1c(C(=O)Nc2ccccc2)sc2nc[nH]c(=O)c12
#23 CCN(C(=O)COc1cc(=O)n(C)c2ccccc12)c1cccc(Cl)c1
#24 Cc1c(C(=O)N2CCN(c3ccccn3)CC2)cccc1[N+](=O)[O-]
#25 Cc1ccccc1CN1CCN(c2nc3ccccc3s2)CC1
#26 COc1ccc(S(=O)(=O)N(C)C[C@@H]2Oc3ccc(NC(=O)Nc4c(C)noc4C)cc3C(=O)N([C@H](C)CO)C[C@@H]2C)cc1
#27 Cc1ccc2nc(-c3ccc(N4C(=O)CC(N5CCC(C(N)=O)CC5)C4=O)cc3)sc2c1 (stereo unspecified)
#28 CCOC(=O)C1=C(COC(=O)COc2cc(C)ccc2C)NC(=O)NC1C (stereo unspecified)
#29 CC(=O)Nc1ccc(S(=O)(=O)N(Cc2ccccc2)c2ccccn2)cc1
#30 Cc1nnc(SCc2ccc(C(=O)Nc3cc(Cl)ccc3C)cc2)s1
#31 C=CCON/C(CCC)=C1\C(=O)C(C(=O)OC)C(C)(C)CC1=NC (stereo unspecified)
#32 CCOc1cc(C(=O)Nc2ccc(S(=O)(=O)Nc3cc(C)on3)cc2)cc(OCC)c1OCC

Assay by compound	22	23	24	25	26	27	28	29	30	31	32
V1R ag counter	0.1	0.1	0.9	-0.2	-0.5	1.4	-0.4	2.7	-0.5	0.2	0.1
NALP1 inh	7	-12	-6	0	·	30	·	13	37	-13	-1
GPR7 antag	3	-1	2	-2	·	-1	·	-11	5	-12	-18
MEKK2mut PB1 HTS	0	2	0	7	·	12	·	5	-1	1	·
GalR3 antag	-1	-3	-6	-1	6	·	-5	-8	-2	3	-7
OXTR ag	0.2	-1.0	1.4	-1.8	1.1	-0.1	-2.3	-0.2	-0.7	0.3	0.7
OXTR potentiator	-4	-12	-22	-8	-1	-9	-5	-4	0	-11	-1
MEKK2 WT-MEK5	101	98	103	104	·	106	·	109	100	106	·
PfM18AAP inh	1	-5	-4	-10	·	2	·	2	2	-13	4

#33 COCC(C)n1c(SCC(=O)c2cc(C)n(C)c2C)nc2ccccc2c1=O (stereo unspecified)
#34 CCOc1ccc(OCCC(=O)OCC(=O)NC2CCCCC2)cc1
#35 Cc1ccc2c(c1)-n1c(nc3ccccc3c1=O)C(Cc1ccccc1)NC2=O (stereo unspecified)
#36 COc1ccc(-n2c(C)c(C)c3c(NCCN(C)C)ncnc32)cc1
#37 CC(C)(C)[C@H]1COC(=O)CCC/C=C/C[C@H](CC(=O)N(CCO)Cc2ccccc2)C(=O)N1
#38 COC1CCCN(Cc2cn(C)nc2-c2ccc(Oc3ccccc3)cc2)C1 (stereo unspecified)
#39 CC(Sc1nc2ccccc2o1)C(=O)O (stereo unspecified)
#40 COc1ccc(CCNC(=O)COc2ccc(N(C)S(=O)(=O)c3ccc(C)cc3)cc2)cc1

Assay by compound	33	34	35	36	37	38	39	40
V1R ag counter	-1.2	2.8	1.8	0.4	1.3	0.9	0.3	4.8
NALP1 inh	14	-27	·	-5	·	1	23	9
GPR7 antag	-10	-16	·	-3	·	-5	4	-3
MEKK2mut PB1 HTS	4	-5	·	2	·	1	-21	5
GalR3 antag	-1	-2	-3	-9	-5	-3	-3	-6
OXTR ag	-0.9	-0.4	0.4	0.3	0.0	1.5	1.1	2.9
OXTR potentiator	-8	-2	-2	-3	-5	5	1	-12
MEKK2 WT-MEK5	103	95	·	105	·	100	-39*[inhibitor]	105
PfM18AAP inh	1	0	·	-1	·	-4	-5	7

#41 CCOC(=O)c1ccc(NC(=O)Nc2cccc(C)n2)cc1
#42 O=C(Cc1ccc2c(c1)OCCO2)Nc1cccc(S(=O)(=O)N2CCOCC2)c1
#43 CCSc1nnc(-c2sc3nnc(-c4ccccc4)c(-c4ccccc4)c3c2N)o1
#44 Cc1ccc(C)c(NC(=O)C2Cc3ccccc3CN2C(=O)OCc2ccccc2)c1 (stereo unspecified)
#45 CCc1cccc(C)c1NC(=O)CN(C)S(=O)(=O)c1ccc(-c2ccc(=O)[nH]n2)s1
#46 CN(CC(=O)Nc1ccc(N2CCOCC2)cc1)Cc1cc(=O)n2ccsc2n1
#47 CCOC(=O)/C(C#N)=C/c1ccc(OCC(=O)Nc2ccc(OC)cc2)c(OC)c1
#48 CSc1ncccc1C(=O)OCC(=O)NCCC1=CCCCC1

Assay by compound	41	42	43	44	45	46	47	48
V1R ag counter	0.5	3.5	14	-1.2	-1.3	0.1	0.1	-0.9
NALP1 inh	8	·	5	37	16	7	29	·
GPR7 antag	-9	·	-13	-16	0	-8	-2	·
MEKK2mut PB1 HTS	-5	·	-14	13	0	-3	4	·
GalR3 antag	4	-6	0	-1	-3	1	-4	-3
OXTR ag	0.1	3.3	12	-1.9	-1.5	-0.2	0.2	-2.5
OXTR potentiator	0	-9	-2	-3	-6	-5	-5	0
MEKK2 WT-MEK5	96	·	70*[inhibitor]	111	103	97	119	·
PfM18AAP inh	6	·	-1	-5	7	1	7	·

#49 C[C@@H]1Cc2c(O)c(O)cc(O)c2C(=O)O1
#50 O=C(c1ccc(Cl)c(S(=O)(=O)N2CCCCCC2)c1)N1CCN(CCO)CC1
#51 COc1ccc(/C=C2\SC(=O)N(CC(=O)N(C)C3CCS(=O)(=O)C3)C2=O)cc1 (stereo unspecified)
#52 CCCCc1ccc(NS(=O)(=O)N(C)C)cc1
#53 COC(=O)c1cc(=O)n(-c2ccc(C(F)(F)F)cc2)[nH]1
#54 COc1ccc(/C=C/C2=NC(=C\N(C)C)/C(=O)O2)cc1
#55 CCOc1nc(NCc2ccco2)nc(Nc2ccc(OC)cc2)n1
#56 CCOc1ccc(N2CCc3c(C)nc(SC)nc32)cc1
#57 CCN(CC)S(=O)(=O)c1cccc(-c2n[nH]c(=S)n2C(C)COC)c1 (stereo unspecified)

Assay by compound	49	50	51	52	53	54	55	56	57
V1R ag counter	0.5	-0.4	1.6	-0.9	9.8	-0.3	-1.6	-1.1	-0.9
NALP1 inh	2	-1	22	18	9	-6	8	2	-6
GPR7 antag	·	-4	23	-6	-13	12	-3	-10	-18
MEKK2mut PB1 HTS	6	4	-8	8	6	-6	7	-3	3
GalR3 antag	·	-2	0	-2	0	-1	-5	-4	-4
OXTR ag	0.5	-0.5	0.4	-2.2	1.5	-1.2	-2.1	-2.1	0.1
OXTR potentiator	2	-12	-2	-10	-5	-7	0	-6	-8
MEKK2 WT-MEK5	105	99	92	104	105	98	103	103	103
PfM18AAP inh	·	-14	3	5	3	-9	-2	0	11
